RECQ1 helicase: inhibitors of human RECQ1 DNA helicase; 240,000 compounds, 0.54% hits; RECQ1 DNA unwinding, red fluorescence kinetic read; P46063; Potency, µM (series often up to 57.3 µM), for inactives: at the highest dose activity, negative = inhibition, most hits filed as inhibitors;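 further: plate controls were vehicle for no effect and no enzyme for full effect; nearly all actives have a fitted effect of over 30% in size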
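RECQ1T1 50 nM; forked duplex (20 bp + 30-nt ss tails) 200 nM, ATP 2 mM final; pH 8.0, 2 mM MgCl2, 2.5 ug/ml poly(dI-dC); 15 min compound preincubation; discontinuous kinetic read over 2 h at RT.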
TexasRed fluor: counter-screen for TRb-SRC2 inhibitors: fluorescence interference; 280,000 compounds, 0.29% hits; AID 1479; TRb/SRC2 Texas Red total fluorescence interference; Potency, µM (top dose mostly 106 µM), for the others: at the highest dose fluorescence change, negative = quenching; active means well fitted curve in either direction with a large enough effect; inconclusive means small, poorly fitted or top-dose-only effect
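Human TRβ ligand-binding domain (0.6 uM) and Texas Red SRC2 peptide (20 nM) in Tris buffer with 1 uM T3 and 5% DMSO were incubated with pinned compound for 5 hr at ambient temperature. Total fluorescence was computed as S + 2P (555/632 nm).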
KDM4E inh: inhibitors of human JMJD2E histone demethylase; B2RXH2; JMJD2E catalytic domain, FDH-coupled NADH fluorescence (FDH is formaldehyde dehydrogenase); 230,000 compounds, 1.6% hits; AID 2147; Potency, µM (titrated, usually from 57.1 µM), inactives show top-dose activity change, negative = inhibition, actives largely listed as inhibitors; active means well fitted inhibition curve with a large enough effect, not every such curve was filed as active; inconclusive means small, poorly fitted or top-dose-only effect, or another doubt; inactive means no such curve, though single readings can be large or run the other way;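 further: 0% = wells with enzyme and -100% = buffer wells without enzyme; nearly all actives have a fitted effect of over 50% in size; many of its hits are not listed in these tables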
GoLoco inh red: inhibitors of human Gai1-RGS12 GoLoco interaction (red fluorophore); P63096; Gai1:RGS12 GoLoco peptide FP, rhodamine, 10 min; Potency, µM (series often up to 61.6 µM), without a hit: top-dose activity, negative = inhibition, most hits filed as inhibitors; 230,000 compounds, 0.44% hits; AID 880; active means well fitted inhibition curve with a large enough effect, not every such curve was filed as active; inactive means no such curve, though single readings can be large or run the other way; further: nearly all actives have a fitted effect of over 30% in size; many of its hits are not listed in these tables
Target sequence (P63096 whole entry, looked up): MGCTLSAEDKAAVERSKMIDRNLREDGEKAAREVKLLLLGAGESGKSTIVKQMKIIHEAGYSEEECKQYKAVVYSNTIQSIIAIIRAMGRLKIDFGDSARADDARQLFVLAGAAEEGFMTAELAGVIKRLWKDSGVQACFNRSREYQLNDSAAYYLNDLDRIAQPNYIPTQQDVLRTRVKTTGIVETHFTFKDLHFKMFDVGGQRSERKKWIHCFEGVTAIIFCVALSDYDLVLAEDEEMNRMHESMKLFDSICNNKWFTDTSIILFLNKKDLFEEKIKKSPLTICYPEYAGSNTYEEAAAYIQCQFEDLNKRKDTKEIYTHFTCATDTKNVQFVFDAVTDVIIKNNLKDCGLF
TRb-SRC2 inh: TRbeta-SRC2 interaction inhibition; 280,000 compounds, 0.065% hits; TRbeta-SRC2 peptide binding, fluorescence polarization; receptor liganded with 1 µM T3; Potency, µM (doses to about 106 µM), without a hit: top-dose activity change, negative = inhibition, actives largely listed as inhibitors; P10828;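 further: plate controls were bound peptide for no effect and peptide without receptor for full effect; nearly all actives have a fitted effect of over 50% in size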
Target sequence (P10828 whole entry, looked up): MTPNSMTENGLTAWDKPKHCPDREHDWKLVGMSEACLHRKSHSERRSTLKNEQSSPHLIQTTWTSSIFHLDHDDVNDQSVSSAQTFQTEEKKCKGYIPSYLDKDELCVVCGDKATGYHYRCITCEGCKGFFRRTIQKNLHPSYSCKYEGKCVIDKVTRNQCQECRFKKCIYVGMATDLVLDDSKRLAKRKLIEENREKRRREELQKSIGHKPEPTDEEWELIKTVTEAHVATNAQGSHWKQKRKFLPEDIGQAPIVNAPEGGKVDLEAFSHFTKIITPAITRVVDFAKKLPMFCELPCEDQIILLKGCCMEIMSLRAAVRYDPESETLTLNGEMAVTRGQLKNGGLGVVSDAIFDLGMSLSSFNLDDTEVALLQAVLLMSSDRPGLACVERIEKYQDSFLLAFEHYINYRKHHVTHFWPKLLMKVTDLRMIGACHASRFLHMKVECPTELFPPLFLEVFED
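Quantitative HTS by FP: 0.6 uM TRb LBD, 20 nM labeled SRC2 20-mer, 1 uM T3, 5% DMSO; 5 hr ambient incubation; % activity per concentration and potencies from concentration series.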
L3MBTL1 block: inhibitors of human L3MBTL1; Q9Y468; AlphaScreen L3MBTL1–H3K9me1 peptide binding; Potency, µM (titrated, usually from 57.1 µM), inactives show at the top dose activity, negative = inhibition, usual class: inhibitors; 230,000 compounds, 0.66% hits; further: nearly all actives have a fitted effect of over 60% in size
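L3MBTL1 (50 nM) pre-complexed 30 min with biotinylated H3(1-15)K9me1 peptide (75 nM), then compounds added for 30 min at room temperature; AlphaScreen streptavidin donor/nickel chelate acceptor beads (10 ug/mL final) read after 30 min dark incubation.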
Tau FP inhib: tau fibrillization inhibition (FP); P10636; K18 P301L tau heparin fibrillization, Alexa594 FP, 6 h; Potency, µM (doses to about 57.7 µM), without a hit: at the highest dose activity, negative = inhibition, actives largely listed as inhibitors; 280,000 compounds, 0.39% hits; AID 1468; further: nearly all actives have a fitted effect of over 55% in size
Target sequence (P10636 561-689 P618L limits assumed): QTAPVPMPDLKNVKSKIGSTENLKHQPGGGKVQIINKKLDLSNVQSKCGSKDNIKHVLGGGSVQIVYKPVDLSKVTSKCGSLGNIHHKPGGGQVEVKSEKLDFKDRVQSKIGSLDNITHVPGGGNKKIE
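K18 P301L tau (15 uM unlabeled/0.24 uM Alexa 594-labeled, final) + compound + heparin 20 uM final; 100 mM NaOAc pH 7; 6 hr 37 C; ThT 30 uM final added, 1 hr RT; FP ex 555/em 632 nm.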
Tau ThT inhib: blocks human tau fibril formation measured by thioflavin T | recombinant tau K18 P301L (four-repeat tau fragment), heparin-induced fibrillization, ThT fluorescence | Potency, µM (top dose mostly 57.4 µM), for the others: at the highest dose activity, negative = inhibition, usual class: inhibitors | 270,000 compounds, 2.1% hits | AID 1460; further: nearly all actives have a fitted effect of over 55% in size
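Aggregation was driven by heparin (20 uM final) acting on recombinant tau […] bearing P301L in 100 mM sodium acetate pH 7; fibrils were detected with Thioflavin T.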
Starred values were filed as active, the others as inactive; i = inactive; ? = inconclusive; · = not tested or not shown; & = joins results of further samples; [ ] = another dose, or the depositor's remark. Unless noted, the call rests on the fitted dose curve; in most records, active means well fitted curve in the direction sought with a large enough effect; inconclusive means small, poorly fitted or top-dose-only effect, or another doubt; inactive means no such curve, though single readings can be large; an effect the other way counts as inactive or inconclusive. Unless noted, on the % scale 0 is the no-effect control and ±100 the full control effect; potency means the concentration at half of the fitted maximal effect. Only part of the results is shown, so the mix of outcomes need not match the whole.

Order of results: RECQ1 helicase, TexasRed fluor, KDM4E inh, GoLoco inh red, TRb-SRC2 inh, L3MBTL1 block, Tau FP inhib, Tau ThT inhib
CO/C([O-])=N/c1c[n+](-c2ccc(Cl)cc2)no1
→ -13%, -3%, -14%, 18%, -8%, 2%, -4%, -17%
CC1CCCN(C(=O)Cn2c(=O)oc3ccccc32)C1 (stereo unspecified)
→ i, 4%, 1%, 2%, 0%, 3%, -1%, -5%
O=C(COc1ccccc1F)NCc1ccc(-n2cccc2)cc1
→ -2%, 2%, 2%, -5%, -1%, 12%, -2%, -4%
Cc1cc2cc(C(c3nnnn3Cc3ccco3)N3CCc4ccccc43)c(=O)[nH]c2cc1C (stereo unspecified)
→ ?, -9%, ?, ·, -7%, -29%, ?, 25µM*
Cc1ccccc1Cn1c2ccccc2c2cnn(CC(=O)NCc3ccccn3)c(=O)c21
→ ·, -2%, ·, ·, -4%, ·, -5%, 7%
COCC(=O)N/N=C(\C)CC(=O)NCc1ccco1
→ -4%, -13%, 29%, -5%, 2%, ·, 6%, -4%
COc1ccc(OC)c(C2C(C(N)=O)=C(C)Nc3nc(-c4cccc(Cl)c4)nn32)c1 (stereo unspecified)
→ i, -2%&-2%, -6%, ·, -5%&2%, 8%, 5%&-13%, -10%&-6%
COC(=O)CSc1nc2cc3c(cc2cc1C)OCCO3
→ -3%, -1%, -15%, -5%, 10%, 5%, -5%, -4%
O=C(N/N=C\c1ccc(F)cc1)c1ccc(Cn2cc(Br)c([N+](=O)[O-])n2)o1
→ 7%, -2%, 6%, 2%, 2%, -14%, 2%, 11%
O=C(COc1ccc(Cl)cc1Cl)Nc1noc2ccccc12
→ -7%, -4%, 4%, 0%, 0%, 2%, -10%, -15%
COc1ccc(-c2[nH]c(-c3ccc(O)cc3)nc2-c2ccccc2)cc1
→ ·, -4%, ·, ·, -8%, ·, 7%, ?
CCOc1cc(/C=C2\N=C(SC)SC2=O)cc([N+](=O)[O-])c1OC(C)=O
→ i, -7%, -1%, 1%, 7%, ?, -11%, 3.5µM*
CNS(=O)(=O)c1cc(OC)ccc1OC
→ i, 2%, 2%, 9%, 3%, 53%[activator][11.4 µM], 3%, 1%
O=C(c1ccc2c(c1)OCCO2)N(Cc1cccnc1)c1nc2ccc(F)cc2s1
→ ·, -2%, ·, ·, -1%, ·, -7%, 8%
CC(C)CNS(=O)(=O)c1ccc(CCC(=O)N2CCN(c3ccc(F)cc3)CC2)cc1
→ i, 1%, 1%, 9%, -2%, -4%, -2%, -2%
Cc1occc1C(=O)NNC(=S)Nc1ccccc1C(F)(F)F
→ 2%, 1%, 6%, 0%, 8%, 5%, 3%, -6%
O=C(NCc1ccccc1)C1CCN(S(=O)(=O)N2CCOCC2)CC1
→ 2%, -3%, 1%, 5%, -5%, 4%, ?, -9%
N#C/C(=C\c1ccc2c(c1)OCO2)C(=O)NCc1ccco1
→ -6%, 2%, ?, 4%, 8%, -19%, -5%, -2%
COc1ccc(C2C3=C(CC(C)(C)CC3=O)Nc3c2c(=O)[nH]c(=O)n3Cc2ccccc2)cc1 (stereo unspecified)
→ -11%, 0%, ?, 4%, -19%, 3%, 3%, -4%
COC(=O)C(/C=N/OCc1ccc([N+](=O)[O-])cc1)NC(=O)c1ccccc1 (stereo unspecified)
→ -4%, 0%, 10%, 3%, 4%, ·, -8%, ?
Cc1cccc(C)c1OC(=O)CSc1nnc(CNC(=O)c2ccccc2)o1
→ ·, -3%, ·, ·, 7%, ·, -6%, ?
CCOc1cc(S(=O)(=O)NCc2ccncc2)ccc1Cl
→ i, 2%, -14%, 4%, -6%, -1%[11.4 µM], -4%, -11%
c1ccc(OCc2noc(CN3CCC(C4CCCCC4)C3)n2)cc1 (stereo unspecified)
→ -11%, 1%, -4%, 16%, 3%, 8%, -7%, ?
COc1ccc(C(=O)N/C(=C/c2cccnc2)C(=O)NCc2ccco2)cc1OC
→ 0%, -2%, 10%, -5%, 3%, ·, 0%, ·
COc1cccc(-c2ccc(C#N)c(SCC(=O)NCCc3ccccc3)n2)c1
→ -4%, 0%, ?, 4%, 1%, 6%, -7%, -6%
Cc1occc(=O)c1OC(=O)Nc1ccc(Cl)c(Cl)c1
→ -3%, 4%, -19%, 10%, 2%, 11%, ?, ?
CCOC(=O)N1CCC(n2c(SCC(=O)NCc3ccco3)nc3ccsc3c2=O)CC1
→ -2%, -3%, 2%, 4%, -2%, -3%[11.4 µM], -7%, ?
O=C(c1cc(-c2ccncc2)nc2ccccc12)N1CCN(c2ccccn2)CC1
→ -7%, -2%, -17%, 6%, 6%, -4%, 0%, 0%
CCCOc1ccc(C2C(=O)N(C3CCCCC3)CC(=O)N2C2CCCCC2)cc1OC (stereo unspecified)
→ ·, -3%, ·, ·, 1%, ·, -16%, 0%
CCOC(=O)c1c(-c2ccc(OC)c(OC)c2)csc1NC(=O)c1ccc(F)cc1
→ ·, 4%, ·, ·, -3%, ·, ?, -8%

Random excerpt: 5 entries already listed, in no set order.
Order of results: RECQ1 helicase, TexasRed fluor, KDM4E inh, GoLoco inh red, TRb-SRC2 inh, L3MBTL1 block, Tau FP inhib, Tau ThT inhib
CCOc1cc(S(=O)(=O)NCc2ccncc2)ccc1Cl
→ i, 2%, -14%, 4%, -6%, -1%[11.4 µM], -4%, -11%
CCCOc1ccc(C2C(=O)N(C3CCCCC3)CC(=O)N2C2CCCCC2)cc1OC (stereo unspecified)
→ ·, -3%, ·, ·, 1%, ·, -16%, 0%
CC1CCCN(C(=O)Cn2c(=O)oc3ccccc32)C1 (stereo unspecified)
→ i, 4%, 1%, 2%, 0%, 3%, -1%, -5%
c1ccc(OCc2noc(CN3CCC(C4CCCCC4)C3)n2)cc1 (stereo unspecified)
→ -11%, 1%, -4%, 16%, 3%, 8%, -7%, ?
Cc1occc(=O)c1OC(=O)Nc1ccc(Cl)c(Cl)c1
→ -3%, 4%, -19%, 10%, 2%, 11%, ?, ?

The list continues.
Order of results: RECQ1 helicase, TexasRed fluor, KDM4E inh, GoLoco inh red, TRb-SRC2 inh, L3MBTL1 block, Tau FP inhib, Tau ThT inhib
COCCNC(=O)COC(=O)CSCc1nc2ccccc2s1
→ i, -3%, -8%, -5%, -12%, -6%, 0%, -12%
CCCCC/C=C\C/C=C\CCCCCCCC(=O)NCC(=O)O
→ -5%, 1%&-2%, -5%, 4%&6%, -1%&4%, ·, 2%&6%, -3%&-7%
O=C1CCC2S/C(=C/Nc3ccc(C(F)(F)F)cc3)C(=O)N12 (stereo unspecified)
→ 1%, -3%, -2%, 4%, 0%, ?, -9%, ?
CCN(CC)CCCOc1nc(C)nc2c1oc1ccccc12
→ -2%, 2%, -4%, 3%, -2%, -3%, -4%, -1%
CCCCN1C(=O)NC(NC(C)=O)(C(F)(F)F)C1=O (stereo unspecified)
→ i, -3%, -1%, 3%, -3%, ·, -8%, 3%
O=C(NCc1ccccc1Br)c1cnc2sc(N3CCCCCC3)nn2c1=O
→ ·, 0%, ·, ·, 2%, ·, -4%, -12%
CCOc1ncccc1C(=O)OCC(=O)c1ccccc1Br
→ 5%, -2%, -3%, 6%, 2%, 9%, -3%, -11%
COC(=O)[C@@H](NC(=O)N1CCN(c2cccc(C(F)(F)F)c2)CC1)C(C)C
→ -4%, 1%, 0%, 8%, -8%, 3%, 9%, -11%
CCN(C(=O)COC(=O)c1cccnc1SC)C1CCS(=O)(=O)C1 (stereo unspecified)
→ 0%, -2%, 6%, 4%, -9%, ·, 9%, -6%
Cc1ccc(C)c(NC(=O)CSc2nc3nc(-c4cccs4)cc(C(F)(F)F)c3c(=O)[nH]2)c1
→ -5%, -3%, ?, 24%, -5%, ·, -3%, ?
O=c1[nH]c2ccc(NCc3ccc(-c4ccccc4F)o3)cc2[nH]1
→ ·, 0%, ·, ·, -7%, ·, ?, ?
CC1(C)CC(=O)C(Sc2nnc(-c3ccc(O)cc3)n2CC2CCCO2)C(=O)C1 (stereo unspecified)
→ -4%, -3%, -13%, -9%, -3%, 3%, -10%, 0%
Cc1cc(C)n(-c2cc(N3CCOCC3)ncn2)n1
→ -1%, -5%, -3%, 9%, 4%, 21%, 1%, -1%
COC(=O)c1ccccc1-c1ccc(C=O)o1
→ -8%, 1%, ?, 9%, -1%, 5%, 1%, -15%
CCOc1ccccc1N1C(=O)CC(Sc2n[nH]c(-c3ccccc3)n2)C1=O (stereo unspecified)
→ i, -2%, -7%, -35%, 3%, -3%, -5%, ?
CC(=O)Nc1ccc(NC(=O)C(=O)c2cn(CC(=O)N3CCCCC3)c3ccccc23)cc1
→ 15%, -1%, ?, 24%, -10%, ·, 3%, ?
O=C1NCCCN1Cc1ccc(F)cc1Cl
→ 0%, -2%, 12%, 0%, -1%, -6%, 7%, -6%
COc1ccc(-c2cnnc(N/N=C/c3ccc(-c4ccc([N+](=O)[O-])cc4)o3)n2)cc1
→ -7%, 0%, 0%, 3%, -10%, 24%, 8%, 10%
O=C(O)c1sccc1SCc1ccc(Cl)cc1Cl
→ 13%, -2%, 10%, -11%, -7%, -7%, -1%, -3%
Cc1ccc(OC(=O)C(F)(F)F)c2c1NCCC2
→ i, -2%, 1%, 1%, -3%, ·, 0%, -8%

Exported bar-delimited: 2 of the compounds above
mol | RECQ1 helicase | TexasRed fluor | KDM4E inh | GoLoco inh red | TRb-SRC2 inh | L3MBTL1 block | Tau FP inhib | Tau ThT inhib
COc1ccc(C(=O)N/C(=C/c2cccnc2)C(=O)NCc2ccco2)cc1OC | 0% | -2% | 10% | -5% | 3% | · | 0% | ·
COc1cccc(-c2ccc(C#N)c(SCC(=O)NCCc3ccccc3)n2)c1 | -4% | 0% | ? | 4% | 1% | 6% | -7% | -6%

Screening data (PubChem BioAssay)
